# Assay outcomes (PubChem)
# PfGluPho inh: PfG6PD enzyme inhibitors, primary screen, biochemical, fluorescence intensity, uHTS. glucose-6-phosphate dehydrogenase-6-phosphogluconolactonase (Plasmodium falciparum 3D7). PfGluPho enzyme, NADPH resazurin-diaphorase fluorescence. inhibition, % at 20 µM. 350,000 tested, 0.78% active;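 active means inhibition reaching at least a set limit at 20 µM in the primary screen, cut at about 59% in these data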;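 further: 0% = DMSO wells with substrate and 100% = DMSO wells lacking glucose-6-phosphate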
# SENP7 block: SENP7 protease inhibitors, primary screen, biochemical, luminescence, uHTS | 330,000 tested, 1.5% active | Sentrin-specific protease 7 (Homo sapiens), Q9BQF6 | inhibition, % at 5 µM | recombinant SENP7, Z-RLRGG-aminoluciferin luminescence, 40 min;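 active means inhibition above about 50% at the single test dose, limit read from the data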;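 further: plate controls were DMSO with enzyme for no effect and no enzyme buffer wells for full effect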
# Target sequence (Q9BQF6 706-1050 limits assumed): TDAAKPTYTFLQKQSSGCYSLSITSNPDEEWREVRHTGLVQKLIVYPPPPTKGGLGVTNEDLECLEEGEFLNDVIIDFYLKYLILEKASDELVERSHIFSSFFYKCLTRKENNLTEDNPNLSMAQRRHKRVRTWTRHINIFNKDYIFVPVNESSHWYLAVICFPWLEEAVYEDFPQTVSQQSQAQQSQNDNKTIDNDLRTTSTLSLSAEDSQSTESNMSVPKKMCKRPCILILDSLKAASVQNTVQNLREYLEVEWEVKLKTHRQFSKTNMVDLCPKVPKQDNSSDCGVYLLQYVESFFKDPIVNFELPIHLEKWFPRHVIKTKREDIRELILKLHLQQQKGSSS
# SENP1 inh: human SENP1 catalytic domain inhibitors, primary screen, biochemical, FRET, uHTS. Sentrin-specific protease 1 (Homo sapiens), Q9P0U3. recombinant SENP1 catalytic domain, CyPet-SUMO1-YPet FRET cleavage. inhibition, % at 10 µM. 360,000 tested, 0.21% active;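 active means inhibition at least 30% at 10 µM, raw YFP signal under a set limit, fluorescence ratio 0.5 to 1.5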;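 further: 0% = enzyme with DMSO and 100% = no enzyme wells; some results filed as inactive read as strong as hits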
# Target sequence (Q9P0U3 419-644 limits assumed): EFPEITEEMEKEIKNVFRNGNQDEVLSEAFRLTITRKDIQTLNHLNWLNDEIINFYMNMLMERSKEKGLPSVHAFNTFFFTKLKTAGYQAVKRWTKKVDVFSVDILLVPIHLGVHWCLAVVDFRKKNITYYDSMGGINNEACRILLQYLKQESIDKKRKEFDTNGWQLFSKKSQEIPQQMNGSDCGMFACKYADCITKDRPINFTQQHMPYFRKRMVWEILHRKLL
#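 material = recombinant human SENP1 catalytic domain, His6-tagged | quantity = 20 pM enzyme | reagent = 25 nM SUMO1 FRET substrate | compound dosing = 10 µM single point, 0.5% DMSO | timing = 50 min enzyme reaction, room temperature, light-protected | detection = FRET, CFP and YFP emission | control set = no-enzyme low, enzyme-DMSO high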
# SENP8 block-1: SENP8 protease inhibitors, primary screen, biochemical, luminescence; Sentrin-specific protease 8 (Homo sapiens), Q96LD8; purified SENP8, Z-RLRGG-aminoluciferin cleavage; inhibition, % at 10 µM; 330,000 tested, 1.2% active; AID 2540, 2010; in the data active means inhibition above about 50%
# SENP6 block: SENP6 protease inhibitors, primary screen, biochemical, luminescence, uHTS. inhibition, % at 10 µM. 330,000 tested, 1.8% active. Recombinant SENP6 catalytic domain, aminoluciferin luminescence;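 active means inhibition above about 50% at the single tested dose, limit read from the data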;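 further: plate controls were DMSO wells with enzyme for no effect and DMSO wells lacking enzyme for full effect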
# Target sequence (Q9GZR1 628-1112 limits assumed): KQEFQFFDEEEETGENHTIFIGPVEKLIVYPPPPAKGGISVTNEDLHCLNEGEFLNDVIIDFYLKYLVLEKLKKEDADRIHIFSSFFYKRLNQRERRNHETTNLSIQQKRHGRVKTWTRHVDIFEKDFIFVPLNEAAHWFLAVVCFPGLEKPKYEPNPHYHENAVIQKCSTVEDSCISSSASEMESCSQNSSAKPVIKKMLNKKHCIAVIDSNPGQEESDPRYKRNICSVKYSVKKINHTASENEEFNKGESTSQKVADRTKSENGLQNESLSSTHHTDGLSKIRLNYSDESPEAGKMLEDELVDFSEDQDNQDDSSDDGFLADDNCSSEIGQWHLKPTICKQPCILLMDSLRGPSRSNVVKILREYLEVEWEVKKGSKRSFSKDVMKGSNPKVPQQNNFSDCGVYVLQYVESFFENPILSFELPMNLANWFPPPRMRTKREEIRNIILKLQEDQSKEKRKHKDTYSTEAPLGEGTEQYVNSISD
# UBC13 polyUb: UBC13 polyubiquitin chain formation inhibitors, primary screen, biochemical, TR-FRET, uHTS | inhibition, % at 20 µM | 330,000 tested, 0.47% active | AID 485273, 2010; in the data active means inhibition above about 45%, passing the limit was not always enough
# SENP8 block-2: human SENP8 protease inhibitors, primary screen, biochemical, fluorescence, Nedd8 protein substrate, uHTS; Sentrin-specific protease 8 (Homo sapiens), Q96LD8; inhibition, % at 20 µM; 360,000 tested, 0.64% active; recombinant SENP8; AID 602440, 2012; in the data active means inhibition mostly above about 40%, no sharp cut-off; inactive means mostly below about 27%
# MIN6 prolif: inducers of MIN6 beta-cell proliferation, primary screen, ATP luminescence, uHTS; MIN6 cells proliferation, ATPlite luminescence, 48 h; cells starved in 0.2% serum; 100% = growth in 10% serum; 330,000 tested, 0.29% active; proliferation, % at 10 µM;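 active means compounds whose signal lies at least 3.5 SD above the mean of all wells on their plate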;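 further: 0% = DMSO-treated cells in low-serum medium and 100% = 10% serum control; some compounds called inactive have numbers as strong as hits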
# HKDC1 inh: HKDC1 hexokinase inhibitors, primary screen, biochemical, fluorescence, uHTS; Q2TB90; recombinant HKDC1, G6PDH/diaphorase resazurin coupled fluorescence; inhibition, % at 20 µM; 340,000 tested, 0.16% active;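 active means inhibition above about 35% when tested at 20 µM, limit read from the data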;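 further: plate controls were DMSO wells with enzyme for no effect and DMSO wells lacking enzyme for full effect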
#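 test system = in-house recombinant HK5 (HKDC1) enzyme | amount = HKDC1 at 5 µg/mL | control set = DMSO-enzyme wells negative, buffer-substituted wells positive | compound = one dose of 20 µM, 1% DMSO | schedule = reaction time 90 min, room temperature, protected from light | technique = resorufin fluorescence at 613 nm | reagent = glucose with 1 mM ATP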
# * hit, by the source's call; i = inactive; . = not tested or not shown; & = joins results of further samples.
SMILES,PfGluPho inh,SENP7 block,SENP1 inh,SENP8 block-1,SENP6 block,UBC13 polyUb,SENP8 block-2,MIN6 prolif,HKDC1 inh
S=C(NCc1ccco1)N1CCN(C(c2ccccc2)c2ccccc2)CC1,7,-6,-2,0,1,3,23,-2,-5
COc1ccc(C(=O)CN2C(=O)NC3(CCCc4ccccc43)C2=O)c(OC)c1 (stereo not drawn),-9,4,1,1,5,4,1,-3,3
CCN(CC)CCNc1ncnc2c1sc1nc(N3CCOCC3)c3c(c12)CC(C)(C)SC3,9,2,-2,-13,-1,30,-258,-6,8
O=C(Nc1ccc(Cl)cc1)Nc1nnc(/C=C/c2ccccc2)s1,5,5,-160,-3,-8,7,-428,-6,-6
Cc1cc(C(=O)N/N=C/c2c(C)n(C)c3ccccc23)n[nH]1,14,8,2,3,0,-14,-87,-1,-8
CC1(C)CC(Nc2ccc(Nc3ccccc3)cc2)CC(C)(C)N1,38,.,0,.,.,.,27,.,-12
COc1cccc(/C=N/NC(=O)c2c(-c3ccccc3)noc2C)c1O,-24,5,8,5,-3,-11,-78,-4,-26
Cc1cccc(C2CC(c3ccc(F)cc3)Nc3nc(N)nn32)c1 (stereo not drawn),5,1,0,-2,9,9,2,-2,-3
COCCNC(=O)CCCCCN1C(=O)CCC1=O,-18,13,0,-5,-20,-3,25,0,5
OCC[C@H]1C[C@@H](O)[C@H](O)[C@]2(OCCCc3ccccc32)O1,1,7,0,-1,11,-6,10,-3,-1
Cc1ccc2cc(CCNC(=O)c3cccs3)c(=O)[nH]c2c1C,-23,-3,4,4,-19,6,-47,-4,-3
CCN(CC)CCOc1ccc(/C(=C(/Cl)c2ccccc2)c2ccccc2)cc1,-10&4,-3,1&-1,-8,-15,73*,12&4,-8,-1&-2
COc1ccccc1Oc1ccc(S(=O)(=O)Nc2cccnc2)cc1,-20,5,1,-1,-4,-7,19,-5,-14
CN1CCN(S(=O)(=O)c2ccc(Cl)cc2)CC1,9&4,-11,-2&-7,-9,-6,-6,7&10,-2,-4&-8
COc1cc(NC(=O)c2cccs2)c(C(=O)OCC(=O)NC(C)c2ccccc2)cc1OC (stereo not drawn),-5,-6,3,-5,1,1,-18,1,2
COc1ccc(/C=C(\NC(=O)c2ccc(OC)c(OC)c2)C(=O)N2CCN(C)CC2)cc1,4,1,1,-1,4,-7,5,-5,1
COC(=O)c1cc(C(=O)Nc2ccc(S(N)(=O)=O)cc2)cc([N+](=O)[O-])c1,-3,4,1,0,0,18,11,-1,0
O=C(Nc1ccccc1N1CCOCC1)c1cccnc1,5,-2,1,10,16,-7,16,-3,-7
Nc1nc(-c2nc3ccccc3[nH]2)cs1,3,28,-10,6,52*,-17,-30,-4,2
Cc1cccc(Nc2c([N+](=O)[O-])cc(C(=O)N3CC(=O)Nc4ccccc43)cc2[N+](=O)[O-])c1,18,-1,2,-3,-6,-41,28,1,-1
CCOc1ccc(C(=O)OCC(=O)c2c(N)n(C)c(=O)n(C)c2=O)cc1OCC,-14,-4,2,3,-7,8,21,-3,-7
Cc1onc(-c2ccccc2)c1C(=O)Nc1ccc(S(=O)(=O)N2CCOCC2)cc1,0,3,0,-8,7,6,4,1,-4
N#CCCn1c(C2CCCCC2)nc2ccccc21,-3,2,1,-7,0,-5,10,0,-4
COc1ccccc1C(=O)NCC(=O)OC(C)C(=O)NC1CCCCC1C (stereo not drawn),3,0,2,-1,8,-4,-5,8,-4
COc1ccc(C2CC(=O)c3cnc(NC(=O)c4ccccc4OC)nc3C2)c(OC)c1 (stereo not drawn),11,-1,-3,-8,-8,-9,22,2,1

# Structures above printed as active in SENP6 block.
molecule	PfGluPho inh	SENP7 block	SENP1 inh	SENP6 block	UBC13 polyUb	HKDC1 inh
Nc1nc(-c2nc3ccccc3[nH]2)cs1	3	28	-10	52*	-17	2

# The main list resumes with the four entries that preceded the break.
SMILES,PfGluPho inh,SENP7 block,SENP1 inh,SENP8 block-1,SENP6 block,UBC13 polyUb,SENP8 block-2,MIN6 prolif,HKDC1 inh
Cc1onc(-c2ccccc2)c1C(=O)Nc1ccc(S(=O)(=O)N2CCOCC2)cc1,0,3,0,-8,7,6,4,1,-4
N#CCCn1c(C2CCCCC2)nc2ccccc21,-3,2,1,-7,0,-5,10,0,-4
COc1ccccc1C(=O)NCC(=O)OC(C)C(=O)NC1CCCCC1C (stereo not drawn),3,0,2,-1,8,-4,-5,8,-4
COc1ccc(C2CC(=O)c3cnc(NC(=O)c4ccccc4OC)nc3C2)c(OC)c1 (stereo not drawn),11,-1,-3,-8,-8,-9,22,2,1
CCOC(=O)c1c(C)[nH]c(C(=O)COC(=O)/C=C/c2ccc(OC(F)F)cc2)c1C,-11,0,1,5,3,-5,10,0,-3
CCOc1ccc(NC(=O)N2CCC(c3ccc(C)cc3)C2)cc1 (stereo not drawn),-2,-3,-1,-10,-14,-3,5,-4,10
Cc1c(C)n(CCc2ccccc2)c2ncnc(NCCO)c12,10,-4,-2,-10,-15,-4,18,0,2
Cc1cc(O)c(/C=N/OCc2ccc(Cl)cc2Cl)c(=O)o1,-20,3,3,4,-2,-5,2,0,-5
COC(=O)c1ccc(S(=O)(=O)NNC(=O)c2ccc(S(=O)(=O)N3CCCCC3)cc2)cc1,-11,-7,1,-11,-13,-19,11,0,-2
CC(=O)c1ccc(/C=C/c2nc3ccccc3n2C)o1,7,-3,-35,5,-5,4,-411,-2,1
Cn1c(N)c(C(=O)COc2ccc(C#N)cc2)c(=O)n(C)c1=O,12,7,-2,-3,-14,4,-34,-1,-2
COc1ccc(C(C)NC(=O)c2ccncc2)cc1 (stereo not drawn),-11,-1,-2,6,7,-2,7,1,0
Cc1c([N+](=O)[O-])c([N+](=O)[O-])nn1CC(=O)NCCc1ccccc1,17,5,2,-3,12,4,8,0,-5
Cc1ccc(NC(=O)N2CCCC2C(=O)Nc2c(C)cc(C)cc2C)cc1 (stereo not drawn),13,5,1,8,14,5,9,-3,-6
CCOC(=O)c1ccc2c(c1)nc(SCC(=O)NC(C)C)n2CC,18,4,-1,-3,12,5,9,1,-4
CC(C)CN(CC(C)C)c1nnc(N)s1,9,-2,-2,2,1,0,-5,-1,2
COc1ccc(NC(=O)COC(=O)c2cccn2C)cc1S(=O)(=O)N1CCCCC1,-11,17,2,-6,10,9,6,0,1
Cc1cc(SC(C)C(=O)Nc2ncc(Cl)cc2Cl)nc2ccccc12 (stereo not drawn),13,.,-23,.,.,.,7,.,29
COc1ccccc1N1CCN(C2CCCN(Cc3ccc(Cl)cc3)C2)CC1 (stereo not drawn),-7,-1,1,4,8,5,12,-1,-4
N#Cc1ccccc1NC(=O)COC(=O)CCc1ccccc1,-1,-8,5,3,-10,1,0,1,-1
O=S(=O)(NC1=NCCC1)c1ccc(F)cc1F,-15,9,0,-4,4,3,15,-2,4
CCO[C@H]1OC(C(=O)O)=C[C@@H](C)[C@@H]1CCCO,-13,16,1,-12,-17,-12,12,2,-4
COc1ccc(CC(=O)NNC(=O)c2cnccn2)cc1,-11,5,0,0,1,4,4,1,-4
CN(N)c1nc(N2CCCC2)nc(N2CCCC2)n1,0,-1,-1,8,13,1,22,0,-4
O=C(CN1C(=O)CSCC1=O)Nc1ccc2c(c1)OCO2,11,-4,0,2,-8,-7,6,-3,-3
O=c1cc(/C=C/c2ccccc2)oc2ccccc12,13,49,1,55*,62*,-16,-114,-4,8
CCC(C)NC(=O)N[C@@H](Cc1ccccc1)C(=O)O (stereo partly drawn),-15,1,-1,-4,-20,-8,19,-1,-6
CC(C)c1ccc(C2c3[nH]c4ccccc4c3C[C@H]3C(=O)N(c4ccccc4C(=O)N4CCC(C(=O)O)CC4)C(=O)N23)cc1 (stereo partly drawn),7,3,-34,-4,1,-16,33,-1,2
CCCCNC(=O)C1(N2C(=O)c3ccccc3C2=O)CCCC1,-4,.,2,.,.,.,16,.,-4
SMILES,PfGluPho inh,SENP7 block,SENP1 inh,SENP8 block-1,SENP6 block,UBC13 polyUb,SENP8 block-2,MIN6 prolif,HKDC1 inh
CC(NCC(=O)Nc1ccccc1C(=O)NC1CC1)c1cccc(C(F)(F)F)c1 (stereo not drawn),6,-7,3,6,-13,-19,3,-6,1
Cc1ccc(N/C=C2\C(=O)N(c3ccc(F)cc3F)C(c3cccnc3)S2(=O)=O)cc1 (stereo not drawn),-3,8,2,1,0,-9,-112,1,-6
CCCn1c(-c2ccc(F)cc2)cnc1SCC(=O)O,-15,5,-3,1,-4,3,-2,-2,-6
Cc1ccc([N+](=O)[O-])cc1S(=O)(=O)Nc1ccc(C(=O)NCC2CCCO2)cc1 (stereo not drawn),-3,7,3,0,-4,-11,14,1,-1
O=C(NCCC1CCCCN1S(=O)(=O)c1ccc(F)cc1)C(=O)NCc1cccnc1 (stereo not drawn),-5,9,1,-11,-23,-1,0,0,0
NC(=O)C1CC(=O)N(c2ccc(OCC(=O)Nc3ccc(Cl)cc3)cc2)C1 (stereo not drawn),-20,-4,3,3,-11,-2,10,0,-1
CC(=O)Nc1c(O)nc(SCC(=O)Nc2nnc(SCc3ccccc3)s2)[nH]c1=O,-35,4,-5,-2,-2,-3,-8,-1,-12
CSc1cc(C)c(OCC(=O)Nc2ccc(NC(C)=O)cc2)c(C)c1,-8,2,4,-6,2,2,2,-1,-11
COc1ccc(/C=C(\NC(=O)c2ccccc2)C(=O)N/N=C/c2ccncc2)cc1,13,-4,-5,1,17,-6,-7,-3,-7
CC(=O)Nc1ccc(N/C=C/C(=O)c2ccc(C)o2)cc1,-2,5,-25,2,-27,-6,-60,-2,4
COC(=O)Cc1ccc2sc(-c3ccccc3)nc2c1,-2,100*,1,94*,94*,-3,0,0,-8
CC(C)(C)OC(=O)N(Cc1ccccc1)Cc1ccccc1OCc1ccc(NC(=O)C2CCC2)cc1,-19,.,1,.,.,.,2,.,-3
C[C@H](NC(=O)[C@H]1N2C(=O)c3ccccc3C2SC1(C)C)C(=O)N1CCC[C@H]1CO (stereo partly drawn),-1,-5,-96,-7,0,-11,5,1,-3
O=C(CSc1ncn[nH]1)Nc1ccccc1C(=O)O,4,16,2,-3,-1,-5,13,-3,3
CCOC(=O)C(NC(C)=O)(Nc1ccc(S(=O)(=O)Nc2cc(C)on2)cc1)C(F)(F)F (stereo not drawn),-13,-1,5,2,-20,2,15,3,-5
Cc1ccc(-c2nc(NC(=O)CSc3cc(C)c4ccccc4n3)ns2)cc1,1,-5,2,3,-14,5,8,-1,57*
CC(C)Cn1c(N)c(C(=O)COC(=O)c2nccnc2N)c(=O)n(C)c1=O,1,-6,-5,-6,-25,10,i,-3,0
CNC(=O)COc1ccc(Nc2nnc(C)c3ccccc23)cc1,8,-16,0,-2,2,-10,7,-2,0
CC(C)CCNC(=O)c1csc2c1CCCCC2,9,-11,1,2,-6,11,22,2,14
CCC1(c2ccccc2)SCC(c2ccccc2)=NC1=O (stereo not drawn),17,.,-2,.,.,.,8,.,6
